proCasp3 act: activates human procaspase-3. P42574. recombinant procaspase-3 D3A, Ac-DEVD-pNA absorbance 405 nm. activation, % at 8.5 µM. 330,000 compounds, 0.11% hits. AID 463141;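 active means activation above the mean of all tested compounds plus 3 SD, cut at about 21% in these data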;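 further: 0% = DMSO alone and 100% = DMSO wells spiked with extra 5 µM PC-3 D3A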
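Assay system – Procaspase-3 D3A mutant, all three cleavage aspartates alanine · Controls – DMSO-only low control, 5 µM PC-3 D3A high control · Schedule – 1 h compound preincubation, 2 h substrate hydrolysis at 25 °C · Signal – 405 nm absorbance of p-nitroaniline, reads at 0 and 120 min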
proCasp7 act: counter-screen for procaspase-3 activators: activators of human procaspase-7 | AID 463210 | P55210 | recombinant procaspase-7, Ac-DEVD-pNA absorbance 405 nm; D23A/D198A/D206A triple mutant, cannot self-cleave; scale: DMSO 0, 5 µM enzyme 100 | activation, % at 8.5 µM | 330,000 compounds, 0.093% hits;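 active means percent activation above the screen-wide mean plus 3 SD, cut at about 25% in these data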
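signal = Epi-absorbance of released pNA at 405 nm, two timepoints | assay system = Uncleavable procaspase-7 mutant enzyme | reagent = Ac-DEVD-pNA substrate, 400 µM as added | times = 1 h enzyme–compound preincubation and 2 h substrate reaction, both 25 °C | benchmarks = low DMSO alone, high DMSO plus 5 µM PC-7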
core dimer inh: blocks dimerization of HCV core protein; inhibition, % at 5 µM; 300,000 compounds, 0.33% hits; TR-FRET GST/Flag-core106 dimerization, 1536-well; AID 1899;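 active means inhibition above the mean of all tested compounds plus 3 SD, set per screening campaign, cut at about 45% in these data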
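Assay system: tagged HCV core106 pair (GST and Flag); medium: KF-containing HEPES buffer, pH 7.45, DTT, CHAPS, BSA; also added: Eu donor and XL665 acceptor anti-tag antibodies; dosing: 5 µM single dose; timing: compound-protein-antibody incubation 4 h at 22.5 °C; signal: TR-FRET 671 and 617 nm emission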
PP1 counter: counter-screen for PP5 inhibitors: inhibitors of human PP1-alpha. purified PP1alpha, OMFP fluorescence. inhibition, % at 6.7 µM. 320,000 compounds, 0.9% hits. AID 2235;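 active means inhibition above the mean inhibition of all tested compounds plus 3 SD, computed separately for each screening campaign, cut at about 15% in these data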
PP5 primary: blocks human protein phosphatase 5 activity; P53041; inhibition, % at 6.7 µM; AID 1987; purified PP5c, OMFP substrate fluorescence; 320,000 compounds, 0.18% hits;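 active means inhibition above the campaign's mean inhibition across all tested compounds plus 3 SD, cut at about 9.5% in these data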;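 further: 0% = DMSO only and 100% = 100 µM cantharidin control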
Target sequence (P53041 whole entry, looked up): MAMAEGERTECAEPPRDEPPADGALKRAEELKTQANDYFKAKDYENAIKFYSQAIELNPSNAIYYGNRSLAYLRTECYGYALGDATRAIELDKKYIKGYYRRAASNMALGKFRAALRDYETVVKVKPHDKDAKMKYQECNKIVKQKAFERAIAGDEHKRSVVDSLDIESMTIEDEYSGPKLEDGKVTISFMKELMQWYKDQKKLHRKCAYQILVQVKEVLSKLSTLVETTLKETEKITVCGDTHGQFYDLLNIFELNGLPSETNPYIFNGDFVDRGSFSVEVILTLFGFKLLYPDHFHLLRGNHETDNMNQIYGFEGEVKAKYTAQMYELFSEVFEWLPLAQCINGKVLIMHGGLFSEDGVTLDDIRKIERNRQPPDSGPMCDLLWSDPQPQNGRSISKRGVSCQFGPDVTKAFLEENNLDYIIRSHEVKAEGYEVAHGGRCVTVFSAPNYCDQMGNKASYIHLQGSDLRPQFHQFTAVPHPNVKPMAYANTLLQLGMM
TPT1 inhibitor: blocks Candida albicans tRNA 2'-phosphotransferase; 300,000 compounds, 0.81% hits; recombinant caTPT1, FP RNA substrate dephosphorylation; inhibition, % at 5 µM;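 active means inhibition above the mean of all tested compounds plus 3 SD, set per screening campaign, cut at about 24% in these data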;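 further: plate controls were DMSO alone for no effect and ferristatin control at 100 nM for full effect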
Efflux pump inh: blocks antifungal efflux pumps in multiplex yeast assay | S. cerevisiae Candida pump triplex, Nile Red efflux | inhibition, % at 10 µM | 330,000 compounds, 0.44% hits | AID 485275;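 active means plate passing quality check with inhibition over a set limit, or well fluorescence over plate mean plus 4 SD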;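 further: Nile Red retained in pooled yeast measured as flow cytometry median fluorescence; 0% = buffer negative control and 100% = Enniatin B positive control; higher means more Nile Red kept so more efflux inhibition; some compounds called inactive have numbers as strong as hits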
CTSL1 counter: counter-screen for PFM18AAP inhibitors: inhibitors of F. hepatica cathepsin L1. recombinant F. hepatica cathepsin L1, Z-Leu-Arg-MCA fluorescence. inhibition, % at 5.96 µM. 300,000 compounds, 0.49% hits;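 active means inhibition above the mean of all tested compounds plus 3 SD, set per screening campaign, cut at about 17% in these data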;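 further: 0% = plate median of test compound wells and 100% = 1 µM Z-Phe-Ala-diazomethylketone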
GASC-1 inh: human JMJD2C demethylase inhibition. Q9H3R0. GST-JMJD2C(1-420) H3K9me3 demethylation, DELFIA europium. inhibition, % at 2.35 µM. 330,000 compounds, 0.069% hits;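 active means more than half of a compound's replicate wells show inhibition beyond 50%, single wells judged on their own value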;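 further: signal counts dimethyl H3K9 product captured on neutravidin plate; 0% = median of DMSO wells and 100% = 0.3 times that DMSO median; strong numbers were not always called active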
Target sequence (Q9H3R0 1-420 limits assumed): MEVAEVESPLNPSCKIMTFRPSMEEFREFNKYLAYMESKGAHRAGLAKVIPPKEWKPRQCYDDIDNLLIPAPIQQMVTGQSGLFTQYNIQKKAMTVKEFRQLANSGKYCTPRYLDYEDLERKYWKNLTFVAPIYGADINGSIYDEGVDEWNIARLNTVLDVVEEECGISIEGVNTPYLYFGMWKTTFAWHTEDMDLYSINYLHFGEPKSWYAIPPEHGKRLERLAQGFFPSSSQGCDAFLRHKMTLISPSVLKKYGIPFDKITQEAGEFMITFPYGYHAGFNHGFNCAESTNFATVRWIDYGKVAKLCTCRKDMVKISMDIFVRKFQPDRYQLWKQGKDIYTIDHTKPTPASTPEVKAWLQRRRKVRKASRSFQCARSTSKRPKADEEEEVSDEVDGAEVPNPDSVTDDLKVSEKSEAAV
* hit, by the source's call; . = no result given; & = joins results of further samples; ! = repeats disagree.

SMILES	proCasp3 act	proCasp7 act	core dimer inh	PP1 counter	PP5 primary	TPT1 inhibitor	Efflux pump inh	CTSL1 counter	GASC-1 inh
O=C(Nc1ccc(NC(=O)c2cc3ccccc3o2)cc1)c1ccco1	1	4	9	5	-0.9	-1	-0.2	-1	9
Cn1cnnc1SCCNS(=O)(=O)c1ccccc1	5	4	-6	-2	0.4	0	-0.1	6	2
CC(=O)c1cccc(NC(=O)C2COc3ccccc3O2)c1 (configuration not stated)	-4	4	3	-2	-0.4	-4	0.1	2	8
COc1ccc(S(=O)(=O)N2CCN(c3ncccn3)CC2)cc1[N+](=O)[O-]	-4	2	-1	-6	3.2	-1	0.1	-2	-4
CCN(Cc1ccccc1)C(=O)c1cc2c(=O)oc3ccc(C)cc3c2s1	3	2	9	3	0.1	-6	-0.1	3	1
Cc1ccc(NS(=O)(=O)c2c(C)[nH]c(C)c2C(=O)N2CCCCC2)c(Cl)c1	-3	0	-5	4	4.0	4	-0.1	-4	-7
Oc1c(Br)cc(Br)cc1C=Nc1ccc2c(c1)OCO2	-30	-34	-27	-2	-2.5	2	-0.2	7	2
CC(C)C(=O)Nc1ccc(C(=O)NNC(=S)NC(=O)c2ccccc2[N+](=O)[O-])cc1	4	1	-2	0	-0.1	0	-0.1	1	12
CC1(C)Cc2c(cnn2-c2ccc(F)cc2)C(NC(=O)C(C)(C)O)C1 (configuration not stated)	3	-9	10	2	-2.2	-1	0.0	-1	-21
CN(/N=C/c1ccc(O)cc1O)c1nc(-c2ccccc2)cc(-c2ccccc2)n1	-11	0	10	1	4.8	-2	-0.3	-5	-5
CCOc1ccc(-n2c(SCC(=O)Nc3cc(C(=O)O)ccc3Cl)nc3ccccc3c2=O)cc1	-7	-11	17	3	3.6	1	0.4	0	6
COC(=O)c1cc(=O)n(Cc2ccco2)c(=Nc2ccc(F)cc2)s1	8	0	12	-1	3.6	-5	-0.1	-3	-16
CC(=O)Oc1cc2c(C(=O)NCCN3CCOCC3)c(C)oc2c2ccccc12	-7	-15	-12	-1	0.6	-4	0.0	-16	1
Cc1ccc(C)c(NC(=O)CCN2CCN(c3ccccc3F)CC2)c1	3	-4	4	-1	0.9	0	-0.1	-2	-12
O=C(O)CCCN1C(=O)C2C3c4ccccc4C(c4ccccc43)[C@@H]2C1=O (some centres not stated)	-2	2	-11	-4	0.7	2	0.1	0	-4
COc1ccc(NC2=CC(=S)NC(C)(C)C2)cc1	-6	-14	-4	2	-0.1	16	-0.1	3	2
O=C(Nc1ccccn1)c1ccc2ccccc2c1O	2	-2	-22	1	0.1	0	-0.3	0	-41
CSc1nc(Oc2ccccc2)c2sccc2n1	-4	0	1	-4	2.4	-2	-0.1	-2	-2
Cc1ccc(C(=O)Nc2c(C)cc(-c3ccccc3)oc2=O)cc1	2	-5	-1	-4	-1.0	0	0.0	2	-41
Cc1ccc(S(=O)(=O)CCC(=O)OCC(=O)NC(C)c2ccccc2)cc1 (configuration not stated)	-2	4	.	-3	-1.0	.	0.1	.	.
CCOc1ccc(N=c2scc(-c3ccccc3)n2CCO)cc1	-11	-12	-3	3	2.4	-2	-0.1	0	0
Cc1ccc(S(=O)(=O)N2CCCCC2)cc1NC(=O)COC(=O)Cc1cccc(C(F)(F)F)c1	-5	4	8	6	6.4	1	-0.3	-3	8
CCCc1ccc(Oc2cc(NN3CCCCC3)c([N+](=O)[O-])cc2[N+](=O)[O-])cc1	-5	0	-4	-4	-0.9	-3	0.0	4	-1
CC(C)c1nc(SCC(=O)Nc2nccs2)c2ccccc2n1	2	10	8	2	-0.1	-1	-0.3	3	-17
COC(=O)[C@H](C)NC(=O)Nc1ccc(S(N)(=O)=O)cc1	1	-3	-2	-4	1.5	-1	-0.1	0	8

One compound at a time, from the list above:
O=C(O)CCCN1C(=O)C2C3c4ccccc4C(c4ccccc43)[C@@H]2C1=O (some centres not stated) across the screens: proCasp3 act = -2; proCasp7 act = 2; core dimer inh = -11; PP1 counter = -4; PP5 primary = 0.7; TPT1 inhibitor = 2; Efflux pump inh = 0.1; CTSL1 counter = 0; GASC-1 inh = -4
CC1(C)Cc2c(cnn2-c2ccc(F)cc2)C(NC(=O)C(C)(C)O)C1 (configuration not stated) across the screens: proCasp3 act = 3; proCasp7 act = -9; core dimer inh = 10; PP1 counter = 2; PP5 primary = -2.2; TPT1 inhibitor = -1; Efflux pump inh = 0.0; CTSL1 counter = -1; GASC-1 inh = -21

More results:
SMILES	proCasp3 act	proCasp7 act	core dimer inh	PP1 counter	PP5 primary	TPT1 inhibitor	Efflux pump inh	CTSL1 counter	GASC-1 inh
CCOc1ccc(NC(=O)CSc2nnc(-c3ccco3)n2N)cc1	3	15	5	-4	2.0	1	0.1	-4	-7
COc1ccc([N+](=O)[O-])cc1NC(=O)COC(=O)/C=C/c1ccco1	-1	0	17	1	2.4	-2	0.2	-21	2
CCN1CCCC1CNC(=O)Cn1ncc2c(=O)oc3ccc(C)cc3c21 (configuration not stated)	4	4	10	6	1.0	-2	0.1	1	-2
COc1ccc(Oc2coc3c(CN4CCOCC4)c(O)ccc3c2=O)cc1	-1	1	1	-1	-0.8	-5	-0.1	-2	0
Fc1ccc(Nc2nnc(C(F)(F)F)s2)cc1Cl	-4	1	-2	-1	3.8	-3	0.1	-4	-1
COc1cc(NC(=O)CN2C(=O)NC(C)(c3ccccc3)C2=O)c(C)cc1[N+](=O)[O-] (configuration not stated)	-10	0	1	-4	4.8	3	-0.1	-5	-20
O=C1C2CCCN2C(c2ccccc2)N1c1ccc(F)cc1 (configuration not stated)	3	-5	2	-2	-0.3	-3	-0.2	-2	4
O=C(NC(=S)Nc1nc(-c2ccc(Cl)cc2)cs1)c1cccs1	3	-2	-2	-1	2.1	-1	0.2	-4	1
CS(=O)(=O)Nc1ccc(C(=O)NCc2ccco2)cc1	2	-4	-9	0	1.4	2	0.0	2	-2
Cc1ccc(C(=O)NC2CCN(CC(=O)Nc3ccccc3Cl)CC2)cc1	3	-7	4	0	-1.8	1	-0.3	-1	5
O=Cc1cc(Cl)ccc1OCCN1CCC(Cc2ccccc2)CC1	1	3	8	3	-0.3	-2	-0.1	-7	5
CCCCc1ccc(NC(=S)N2CCCC(C)C2)cc1 (configuration not stated)	3	-9	2	0	6.3	-5	0.2	0	28
CCCCCC(=O)Nc1ccc(C(=O)COC(=O)Cn2cnc3c2c(=O)n(C)c(=O)n3C)cc1	6	0	1	-2	-1.3	4	0.2	-2	0
CC1CCN(C(=O)CN2C(=O)NC(C)(c3ccc4ccccc4c3)C2=O)CC1 (configuration not stated)	-4	-1	.	.	.	.	0.1	.	-4
O=C(Nc1ccc(OC(F)F)cc1)c1ncc(Cl)c(Cl)c1Cl	2	0	-1	-1	0.1	-3	-0.3	3	34
O=C(NCC1CCCO1)C(=O)N/N=C/c1cc(Cl)ccc1O (configuration not stated)	4	-11	-1	-3	-0.9	2	0.1	3	-4
O=C(CSc1nnc(-c2ccco2)n1-c1ccccc1)N1CCN(C(=O)c2ccco2)CC1	6	6	1	2	1.3	1	0.0	-3	3&9
O=C(COc1ccc(Cl)cc1Cl)N1CCN(c2ccccn2)CC1	6	6	3	-1	0.5	-1	0.0	-6	36
CN1CCN(c2ccc(S(=O)(=O)N3CCOCC3)cc2NC(=O)Cc2ccccc2F)CC1	10	10	.	-1	0.7	.	-0.2	.	-8
Cc1ccc(-n2nnnc2SCc2ccccn2)cc1C	-1	15	6	-4	0.2	-2	0.0	-2	-5
O=c1c2ccccc2nc(-c2ccccc2)n1Cc1ccc(Cl)cc1	0	7	11	5	3.5	-5	-0.1	3	-2
CC(C)c1nnc(NC(=O)CS(=O)(=O)Cc2ccccc2)s1	-9	-2	2	-1	-1.3	2	0.1	0	0
COc1cccc(CN2CC(C(=O)N3CCCCCC3)CCC2=O)c1 (configuration not stated)	5	6	9	-3	-0.6	-2	0.0	1	-1
Clc1ccccc1CN1CCc2sccc2C1	6&-2	0&-3	13&-10	-4&-6	-0.8&0.4	1&5	0.0&0.2	22*!	-21&-3
CCCNS(=O)(=O)c1ccc(OCC(=O)N2CCOCC2)cc1	-6	7	-6	-3	-2.5	4	-0.1	1	0
SMILES	proCasp3 act	proCasp7 act	core dimer inh	PP1 counter	PP5 primary	TPT1 inhibitor	Efflux pump inh	CTSL1 counter	GASC-1 inh
O=C(NNC(=O)c1ccccc1[N+](=O)[O-])c1csc(N2CCOCC2)n1	7	5	0	-4	0.2	-2	0.2	-2	-4
Nc1nc(CSc2ccc(Cl)cc2)nc(N2CCCCC2)n1	-7	-6	-4	5	4.2	-1	0.1	-1	1
COc1ccc(C(=O)Oc2cccnc2)cc1	-12	5	-7	-2	2.8	3	-0.1	-4	-13
C=CCNC(=O)CCCc1ccccc1	6	12	-4	-5	2.7	1	0.1	-4	-3
Cc1ccc(C(=O)Nc2ccon2)cc1S(=O)(=O)N1CCCCCC1	-2	13	0	2	-0.9	-1	-0.8	-11	-11
O=C(N/N=C/c1ccco1)c1ccncc1	7	1	4	-5	-0.8	-1	-0.1	6	1
Cc1cc(C)c2cc(CN(Cc3nnnn3Cc3ccc(F)cc3)C3CCCC3)c(=O)[nH]c2c1	3	4	1	-3	6.0	3	-0.1	3	-16
COc1ccc(C(=O)NNC(=S)NC(=O)c2ccc(F)cc2)cc1Br	-1	-11	-4	-1	1.5	-2	0.0	0	7
COc1ccc(NC(=O)C2CCCN2S(=O)(=O)c2cccc3cccnc23)cc1OC (configuration not stated)	2	6	-2	1	0.3	-2	0.0	6	8
COC(=O)c1ccc(-n2c(C)ccc2-c2ccccc2)cc1	-7	-25	-1	-9	2.3	1	0.2	-3	-4
COc1ccc(/C=C(\C#N)C(=O)NCc2ccccc2)cc1	-6	13	-5	3	1.8	-8	-0.3	-4	2
COC(OC)c1ccnc(-c2ccc(OC(C)=O)cc2)n1	3	5	-5	-1	0.7	1	-0.1	-2	-4
CCOc1ccc(-c2noc(-c3cccnc3)n2)cc1OCC	5	2	-4	-2	2.5	2	0.1	2	.
O=[N+]([O-])c1ccc2[nH]nc(-c3ccccc3)c2c1	-8	-1	-6	1	3.9	2	-0.1	3	5
O=C(NCCOC12CC3CC(CC(C3)C1)C2)c1cccc(Br)c1	-1	-2	11	0	-1.3	2	0.2	8	-2
C/C(=N\NC(=O)c1cccc(S(=O)(=O)Nc2ccccc2Cl)c1)c1ccc(-n2ccnc2)cc1	-1	9	9	1	3.4	-6	-0.1	-1	-26
COc1cccc(OC)c1OCCCNC1CCCC1	-6	-4	0	0	2.9	-1	0.5	-2	15
Cc1ccc(-c2ccc(CCC(=O)O)n2CC(=O)O)cc1	-9	-12	8	-3	-1.8	-1	-0.1	3	-2
O=C(CN1CCN(c2ncccn2)CC1)N1CCc2ccccc21	13	3	-7	-2	2.4	-3	0.1	1	8
Cc1cc(C(=O)NCc2ccccc2)no1	-2	-4	0	-2	3.1	-2	-0.1	1	-2
